# USP2a block: inhibitors of human ubiquitin-specific protease USP2a; O75604; USP2 core, Ub-CHOP2 coupled fluorogenic reporter, 485/531; Potency, µM (top dose mostly 38.3 µM), without a hit: top-dose activity change, negative = inhibition, most hits filed as inhibitors; 330,000 tested, 0.01% active;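 further: potency means the concentration at half of the fitted maximal effect; plate controls were DMSO wells for no effect and full inhibition by NEM control for full effect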
#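 Cell-free coupled assay: 10nM USP2 core preincubated 30min RT with compound in Tris-HCl pH 8.0/CaCl2/CHAPS buffer, then 25nM Ub-CHOP2 and 25nM reporter substrate; fluorescence (Ex 485/Em 531) read after 60min RT, normalized to NEM inhibition, concentration-response curves fitted.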
# Eya2 phos inh: inhibitors of human Eya2 phosphatase activity; Potency, µM (titrated, usually from 76.9 µM), without a hit: at the highest dose activity, negative = inhibition, most hits filed as inhibitors; AID 488837; 330,000 tested, 0.006% active; recombinant Eya2, OMFP fluorescence dephosphorylation (OMFP is methylfluorescein phosphate); further: potency means the concentration at half of the fitted maximal effect; on the % scale 0 is the no-effect control and ±100 the full control effect
#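 Eya2 (0.2 uM) preincubated 10 min at ambient with compound, then OMFP substrate added at 50 uM; 10 min reaction in 50 mM HEPES pH 7.5, 50 mM NaCl, 5 uM MgCl2, 0.05% BSA, 1 mM DTT. Fluorescence read at Ex 485/Em 525 nm.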
# uPA surface inh: blocks generation of uPA at the cell surface; AID 540303; cell surface uPA generation assay, qHTS; Potency, µM (series often up to 38.3 µM), without a hit: at the highest dose activity change, negative = inhibition, hits mostly inhibitors; 330,000 tested, 0.31% active; active means well fitted inhibition curve with a large enough effect; inconclusive means small, poorly fitted or top-dose-only effect; inactive means no such curve, though single readings can be large or run the other way; tested in mouse RAW 264.7 cells; further: potency means the concentration at half of the fitted maximal effect; on the % scale 0 is the no-effect control and ±100 the full control effect; nearly all actives have a fitted effect of over 55% in size
# Tb PFK block: inhibitors of T. brucei phosphofructokinase; T. brucei PFK, ADP-Glo luminescence; Potency, µM (series often up to 57.5 µM), for the others: at the highest dose activity, negative = inhibition, usual class: inhibitors; 330,000 tested, 0.17% active; AID 485367;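 further: potency means the concentration at half of the fitted maximal effect; 0% = uninhibited 1x PFK enzyme wells and -100% = no-enzyme wells; nearly all actives have a fitted effect of over 60% in size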
#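 In TEA buffer at pH 8.0 with 5 mM MgCl2, enzyme (1.25 nM) converted F6P (0.5 mM) and ATP (0.1 mM) for 45 min at room temperature. ADP product was read by luciferase luminescence.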
# Mito fusion yeast: blocks mitochondrial division or promotes mitochondrial fusion. S. cerevisiae fusion-defective mutant growth rescue, CellTiterGlo 48 h. Potency, µM (titrated, usually from 46.1 µM), inactives show at the highest dose growth rescue (activation), actives largely listed as activators. 320,000 tested, 0.23% active;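 further: potency means the concentration at half of the fitted maximal effect; % of control where 0% means no effect; nearly all actives have a fitted effect of over 45% in size; temperature-sensitive fusion mutants such as fzo1-1 at 37 °C on non-fermentable ethanol glycerol medium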
#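 S. cerevisiae fusion-defective temperature-sensitive mutants (e.g. fzo1-1, mgm1-5) grown 48 h at 37C in YPEG (ethanol/glycerol non-fermentable) medium with 23 nl compound per well; growth rescue read as CellTiterGlo luminescence.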
# TSG101-PTAP inh: blocks PTAP/TSG101 interaction to inhibit HIV-1 budding; Q99816; Fluorescence polarization, FITC-PTAP peptide / Tsg101 binding; Potency, µM (highest dose often 115 µM), for the others: at the top dose activity change, negative = inhibition, usual class: inhibitors; 340,000 tested, under 10 active; active means well fitted inhibition curve with a large enough effect in the main read-out, with a control signal flat, not every such curve was filed as active; inconclusive means small, poorly fitted or top-dose-only effect, or effect the other way, or a change in a side signal; inactive means no such curve, though single readings can be large or run the other way; further: potency means the concentration at half of the fitted maximal effect; % of control where 0% means no effect
# Target sequence (Q99816 whole entry, looked up): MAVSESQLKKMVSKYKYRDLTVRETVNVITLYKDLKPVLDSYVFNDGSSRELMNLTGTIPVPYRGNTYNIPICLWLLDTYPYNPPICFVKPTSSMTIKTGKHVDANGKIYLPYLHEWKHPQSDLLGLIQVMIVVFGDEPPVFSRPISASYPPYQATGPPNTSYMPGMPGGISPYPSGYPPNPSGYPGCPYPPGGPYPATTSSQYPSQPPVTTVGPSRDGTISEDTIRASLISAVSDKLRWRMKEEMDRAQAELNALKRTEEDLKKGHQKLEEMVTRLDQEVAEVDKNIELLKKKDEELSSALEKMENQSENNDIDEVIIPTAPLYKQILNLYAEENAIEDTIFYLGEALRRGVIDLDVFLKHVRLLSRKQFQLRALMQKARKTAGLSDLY
#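 Compounds were pin-transferred onto Tsg101 binding domain (10 uM final) in HEPES pH 7.5 buffer, then FITC-PTAP peptide was added at 50 nM final. After 20 min at RT, polarization reported peptide displacement across a qHTS concentration series.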
# TCR act: activates T cell receptor signaling; primary human leukocytes, anti-CD3, IL-2 HTRF, 48 h; 330,000 tested, under 10 active; Potency, µM (top dose mostly 9.22 µM), for the others: at the highest dose activation of IL-2 secretion, most hits filed as activators; further: % of control where 0% means no effect
#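 Human primary leukocytes + a-CD3 beads + cpd, 48 hr; IL-2 in supernatant by HTRF (ex 320nm / em 665nm). No co-stimulatory signal supplied.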
# B2AR arrestin: agonists driving beta-arrestin recruitment to human beta2-adrenergic receptor; P07550; beta-arrestin recruitment to beta2AR, cell-based reporter; Potency, µM (top dose mostly 46.1 µM), without a hit: at the highest dose activation, hits mostly activators; 330,000 tested, 0.02% active;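 further: potency means the concentration at half of the fitted maximal effect; 0% = DMSO controls and full agonism = EC100 isoproterenol or metaproterenol; nearly all actives have a fitted effect of over 65% in size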
# Target sequence (P07550 whole entry, looked up): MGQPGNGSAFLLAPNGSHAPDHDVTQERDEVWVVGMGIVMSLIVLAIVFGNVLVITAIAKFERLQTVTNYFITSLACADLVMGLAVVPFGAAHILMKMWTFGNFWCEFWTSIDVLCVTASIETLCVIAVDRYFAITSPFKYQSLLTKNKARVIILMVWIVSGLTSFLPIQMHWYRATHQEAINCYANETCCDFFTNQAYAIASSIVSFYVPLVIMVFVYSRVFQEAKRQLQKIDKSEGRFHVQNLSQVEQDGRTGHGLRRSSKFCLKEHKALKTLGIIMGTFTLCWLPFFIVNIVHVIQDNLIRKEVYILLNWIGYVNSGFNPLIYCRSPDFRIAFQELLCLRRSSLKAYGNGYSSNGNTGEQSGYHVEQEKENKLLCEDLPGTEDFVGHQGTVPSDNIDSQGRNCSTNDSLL
# ELG1 DNA repair: blocks ELG1-dependent DNA repair in HEK293T cells | HEK293T ELG1-luciferase reporter, luminescence, 16 h; DNA damage induced by 5-fluorouridine | Potency, µM (doses to about 46.1 µM), for inactives: at the highest dose activity change, negative = inhibition, hits mostly inhibitors | 330,000 tested, 2.3% active; further: potency means the concentration at half of the fitted maximal effect; on the % scale 0 is the no-effect control and ±100 the full control effect; nearly all actives have a fitted effect of over 55% in size
#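 Reporter activity after DNA damage by 5-fluorouridine is monitored. Compound-treated cells incubate 16 hr at 37 °C, then ONE-Glo is added for 30 min before luminescence reading.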
# Chronic BCR inh: blocks chronic active B-cell receptor signaling | ABC-DLBCL IkBa-CBG/CBR reporter, luminescence ratio, 4 h | Potency, µM (series often up to 46.1 µM), for the others: top-dose ratio change, negative = lower green/red ratio, most hits filed as inhibitors | 340,000 tested, 0.05% active; active means well fitted inhibition curve with a large enough effect in the signal ratio, with a control signal flat, not every such curve was filed as active; inconclusive means small, poorly fitted or top-dose-only effect, or effect the other way, or a change in a side signal; the % refers to the signal ratio;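 further: potency means the concentration at half of the fitted maximal effect; plate controls were basal doxycycline-induced cells for no effect and cells given 10 µM MG132 for full effect; MG132 reads +100%, hits lower the ratio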
#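 Concentration-response series (up to 46 uM) were applied to TMD8 dual-reporter cells for 4 h at 37C with doxycycline. Green/red ratio, after filter-overlap correction, defined %Activity; red signal alone was normalised to basal cells and zero luminescence.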
# TSHR antag: human thyrotropin receptor antagonism; P16473; TSHR-expressing cells, TSH-stimulated cAMP HTRF, 2 h; hits give low values; activity change, negative = inhibition, % at 11.5 µM; 330,000 tested, 0.2% active; AID 504810;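 active means activity change below a set negative limit, meaning inhibition stronger than a set level, cut at about -70% in these data; inconclusive means activity change between two set negative limits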; further: on the % scale 0 is the no-effect control and ±100 the full control effect
#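 Antagonism was scored as loss of TSH-driven cAMP in TSHR cells, stimulated with 4nM TSH (EC80) for 2 hours at 37 deg C and detected by homogeneous HTRF competition immunoassay.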
# Numbers without * were called inactive; ? = inconclusive; . = not tested or not shown; [ ] = another dose, or the depositor's remark. Unless noted, the call rests on the fitted dose curve; in most records, active means well fitted curve in the direction sought with a large enough effect; inconclusive means small, poorly fitted or top-dose-only effect, or another doubt; inactive means no such curve, though single readings can be large; an effect the other way counts as inactive or inconclusive.
SMILES,USP2a block,Eya2 phos inh,uPA surface inh,Tb PFK block,Mito fusion yeast,TSG101-PTAP inh,TCR act,B2AR arrestin,ELG1 DNA repair,Chronic BCR inh,TSHR antag
Cc1ccc2c(c1)C1C[N+](C)(CC(=O)c3ccccc3)CCC1N2C(=O)c1ccccc1Cl (configuration not stated),3%,-9%,0%,1%,.,-1%,0%,-0.5%,14%,1%,3
Nc1nonc1C(=O)N1CCCCC1,1%,-10%,-1%,0%,0%,-4%,3%,-0.4%,29%,-4%,-2
COc1cccc(-n2cc(C(=O)O)c3ccccc3c2=O)c1,0%,11%,7%,0%,10%,-12%,-7%,-0.1%,1%,3%,21
CCOC(=O)c1c(NC(=O)CSc2ncnc3[nH]ncc23)sc2c1CCC(C)C2 (configuration not stated),2%,16%,-8%,2%,?,-10%,1%,-0.1%,?,5%,3
Brc1nnc2n1-c1ccccc1Sc1ccccc1-2,3%,-4%,0%,-1%,15%,-4%,-1%[46.1 µM],-0.5%,7%,-1%,?
O=C(CSc1ncnc2c1cnn2-c1ccc(Cl)cc1)NCc1ccc2c(c1)OCO2,1%,-9%,-2%,17%,3%,2%,-5%[46.1 µM],-1.1%,?,10%,16
Cc1ccc(SCC(=O)NC(C)c2ccccc2)cc1 (configuration not stated),-3%,-24%,5%,-12%,7%,0%,.,-0.6%,12%,1%,-15
Cc1ccc(Nc2nc(N)nc(CSCCO)n2)cc1,0%,23%,-4%,14%,1%,-5%,1%,-0.7%,?,13%,2
CSc1c(-c2ccccc2)nc2ccc(Cl)cc2c1C(=O)O,0%,17%,2%,-11%,3%,-6%,-2%,-0.1%,-10%,1%,6
Cc1ccc(S(=O)(=O)N(C)CC(=O)NNC(=O)Cc2cccc(F)c2)cc1,2%,-10%,0%,?,-4%,-5%,-6%,0.3%,10%,2%,-16
COc1cc(/C=N/Nc2ccc(F)cc2F)cc(OC)c1OC,3%,1%,-1%,3%,8%,-2%,-8%[46.1 µM],-0.7%,-27%,-20%,-3
CC(=O)c1cccc(N(C(=O)Cn2nnc3ccccc32)C(C(=O)NC2CCCCC2)c2cn(C)nc2C)c1 (configuration not stated),-3%,-27%,3%,-4%,-1%,-5%,.,0.0%,-2%,3%,0
Cc1c(NC(=O)COC(=O)C2(c3ccc(F)cc3)CCCC2)c(=O)n(-c2ccccc2)n1C,0%,-2%,3%,2%,2%,1%,-4%,-0.1%,-7%,7%,0
O=c1c2ccccc2nnn1CSc1nc2ccccc2[nH]1,2%,2%,10%,-1%,2%,-1%,8%[46.1 µM],-0.8%,?,-16%,-7
Cc1ccc(-c2csc(N/N=C/c3ccco3)n2)cc1,0%,-4%,.,2%,-17%,-1%,-64%,0.3%,?,11%,-8
COC(=O)c1cccc(-c2ccc(/C=N/N3C(=O)C4C5C=CC(C6CC56)C4C3=O)o2)c1 (configuration not stated),-1%,-7%,1%,-2%,2%,0%,4%,0.1%,?,14%,-4
CCOC(=O)c1cc(NC(=O)N(C)C2CCCCC2)c(C)nc1C,1%,5%,0%,-5%,6%,-5%,-1%,-0.2%,-20%,9%,-10
CC(C)NC(=O)Nc1n[nH]c(Nc2ccc(Cl)cc2)n1,8%,17%,0%,2%,-1%,1%,2%,-0.2%,-7%,-20%,-1
CC(C)(C)OC(=O)NCCCCc1cn(CC(=O)N2CCN(C(=O)OC(C)(C)C)CC2)nn1,-3%,-5%,-6%,-1%,0%,0%,3%,-0.2%,9%,9%,-2
COc1ccc(CCn2c(=O)[nH]c3cc(C(=O)NCCCN4CCOCC4)ccc3c2=O)cc1OC,1%,-28%,2%,-4%,6%,-4%,8%,0.2%,?,5%,3
CCC(=O)N1CCN(c2nnc(-c3ccccc3)c3ccccc23)CC1,0%,12%,4%,0%,29%,-2%,3%,-0.2%,-10%,-4%,-1
O=C(CSc1nc2ncccc2[nH]1)NCc1ccccc1,3%,4%,6%,-15%,-1%,-4%,-4%,0.1%,6%,0%,4
COc1ccccc1NC(=O)c1csc2c1CCC(C)C2 (configuration not stated),-1%,-5%,-2%,2%,-1%,0%,-6%,-1.1%,6%,?,11
O=C(NCc1ccc(F)cc1)C(=O)NCC1OCCCN1S(=O)(=O)c1cccs1 (configuration not stated),0%,0%,-10%,-17%,3%,-1%,7%,-0.6%,-9%,0%,-3
O=C(Cc1cccc2ccccc12)Nc1cccnc1,0%,14%,2%,-5%,1%,0%,.,-0.9%,-4%,-9%,-15
Cc1ccc2[nH]c(-c3ccccc3)c(CN3CCN(C)CC3)c(=O)c2c1,-1%,31%,-12%,-3%,-2%,1%,2%,-0.5%,20%,-10%,-11
CN(C)c1ccc(O)c2c1CC1CC3[C@@H](N(C)C)C(=O)C(C(N)=O)=C(O)[C@]3(O)C(=O)C1=C2O (some centres not stated),-13%,-6%,21%,-6%,9%,2%,5%,0.3%,2%,0%,5
CC(=O)Nc1ccc(S(=O)(=O)Nc2cc(S(=O)(=O)N3CCCCC3)ccc2O)cc1,-2%,12%,-1%,0%,-5%,-3%,1%,-0.2%,14%,2%,2
O=C(CCS(=O)(=O)c1ccc(Cl)cc1)Nc1nnc(-c2cccs2)o1,0%,-1%,-14%,0%,12%,-7%,0%,-1.1%,-3%,0%,-11
CSC[C@H](NC(=O)Cc1c(C)c2cc3c(C)c(C)oc3cc2oc1=O)C(=O)N[C@@H](Cc1ccccc1)C(=O)O,-2%,-17%,7%,-5%,3%,-1%,-3%,-0.1%,12%,-7%,-12
CC(=O)C12CCCCC1CC1[C@@H]3CC(C)C4=CC(=O)CC[C@]4(C)C3CC[C@@]12C (some centres not stated),3%,6%,2%,-7%,0%,-4%,4%,-0.5%,-27%,1%,-3
Cc1cccc(Cn2c(C)nc3c(N)c(C)c(C)cc32)c1,2%,-2%,7%,1%,3%,1%,-3%,0.2%,?,-5%,-5
CC(C)CC1NC(=O)N(CC(=O)Nc2ccc(OC(F)F)cc2)C1=O (configuration not stated),2%,9%,3%,3%,0%,-3%,3%,0.1%,6%,-5%,14
Cc1cc2c(c(=O)n1Cc1ccco1)C(c1ccccc1)C(C#N)=C(N)O2 (configuration not stated),0%,-6%,.,0%,-3%,-6%,0%,-0.1%,0%,29%,-5
Cc1ccc(NCC(=O)N/N=C/c2ccncc2)cc1,3%,-4%,.,-8%,5%,2%,1%,-0.2%,-1%,-4%,2
O=C(COC(=O)CSc1ccc2ccccc2c1)Nc1ccccc1OC(F)F,-2%,-2%,-3%,1%,0%,0%,-4%[46.1 µM],0.1%,16%,?,-16
CC(C)C(=O)N1CCN(c2ccccc2NC(=O)c2ccco2)CC1,-3%,-11%,.,-1%,-1%,-1%,0%,-0.1%,-12%,?,3
COc1cccc(C(=O)NC2CC3CCCC(C2)N3CC(=O)Nc2ccccc2)c1 (configuration not stated),-1%,16%,-1%,3%,2%,-7%,.,-0.5%,?,4%,-1
OC1(c2ccccn2)COc2ccccc2O1 (configuration not stated),-1%,7%,4%,-9%,24%,-4%,-1%,-0.9%,0%,10%,17
Cc1nn(C(C)C)c(C)c1[C@@H]1C[C@H]2CN(Cc3cccc(Cl)c3)C(=O)[C@]23CCCN13,0%,-1%,-3%,-3%,4%,-7%,-12%,-0.1%,-8%,-3%,5
COc1ccc(CCNC(=O)CN(c2cc(OC)ccc2OC)S(=O)(=O)c2ccccc2)cc1,-1%,?,6%,1%,5%,-9%,1%,0.1%,-23%,0%,-13
O=C(COC(=O)c1cccnc1Cl)NCC1CCCO1 (configuration not stated),0%,7%,1%,-6%,1%,-1%,-8%,0.2%,6%,11%,9
CS(=O)(=O)N1CCCC(C(=O)Nc2ccc3c(c2)OCCO3)C1 (configuration not stated),1%,7%,1%,3%,-8%,1%,.,0.1%,23%,-23%,-4
Cc1nn2c3ccccc3n(CC(=O)c3cccs3)c2nc1=O,1%,-1%,0%,-1%,-2%,-1%,5%,0.1%,24%,?,9
